HttQ103 aggreg: mutant huntingtin aggregation inhibition; Potency, µM (top dose mostly 46.1 µM), for the others: at the top dose activity change, negative = inhibition, most hits filed as inhibitors; PC12 HttQ103-GFP aggregates, Acumen cytometry, 40 h; 220,000 tested, 1.1% active; AID 1688; note: potency is the fitted concentration of half-maximal effect; % is set by controls: 0 for no effect and ±100 for the full control effect; nearly all actives have a fitted effect of over 60% in size
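PC12/HTTQ103-GFP, ecdysone-inducible; teb 100 nM; cpd qHTS titration; GFP aggregates read on laser cytometer, Ex 488/Em 500-530 nm.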
Luc counter: blocks Kinase-Glo luciferase, a counter-screen artifact; Q27757; Kinase-Glo luciferase, ATP luminescence, 8 min; Potency, µM (titrated, usually from 38.3 µM), for the others: at the highest dose activity change, negative = inhibition, actives largely listed as inhibitors; 200,000 tested, 0.28% active; AID 1379; note: potency is the fitted concentration of half-maximal effect; % is set by controls: 0 for no effect and ±100 for the full control effect; nearly all actives have a fitted effect of over 60% in size
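Inhibition of Kinase-Glo luciferase light generation was assessed at 10 uM ATP in pH 7.2 imidazole buffer, with luminescence measured after eight minutes at ambient temperature.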
IMPase Li cell: cell-permeable IMPase inhibitors with lithium potentiation. CHO-M1 cells, IP1 TR-FRET (IP-One), carbachol + lithium. 210,000 tested, 0.35% active. Potency, µM (series often up to 59.4 µM), for the others: top-dose activity, negative = IMPase inhibition, hits mostly inhibitors;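 note: IP1 builds up when IMPase is blocked and the TR-FRET signal falls; potency is the fitted concentration of half-maximal effect; plate controls were basal vehicle for no effect and high inhibitor control for full effect; nearly all actives have a fitted effect of over 50% in size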
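IP1 accumulation measured by competitive TR-FRET in lysed CHO-M1 cells after 30 min compound exposure at 37C, with a small lithium addition to potentiate weak responses. Hill-equation AC50 from ratio and donor-channel data.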
CBFb-RUNX1 inh: CBF-beta/RUNX1 interaction disruption | Q01196+Q13951 | AlphaScreen CBFb-His/RUNX1-biotin binding, biochemical | Potency, µM (doses to about 59.8 µM), for inactives: at the top dose activity, negative = inhibition, most hits filed as inhibitors | 230,000 tested, under 10 active; note: % of control where 0% means no effect
Target sequence (Q01196 whole entry, looked up): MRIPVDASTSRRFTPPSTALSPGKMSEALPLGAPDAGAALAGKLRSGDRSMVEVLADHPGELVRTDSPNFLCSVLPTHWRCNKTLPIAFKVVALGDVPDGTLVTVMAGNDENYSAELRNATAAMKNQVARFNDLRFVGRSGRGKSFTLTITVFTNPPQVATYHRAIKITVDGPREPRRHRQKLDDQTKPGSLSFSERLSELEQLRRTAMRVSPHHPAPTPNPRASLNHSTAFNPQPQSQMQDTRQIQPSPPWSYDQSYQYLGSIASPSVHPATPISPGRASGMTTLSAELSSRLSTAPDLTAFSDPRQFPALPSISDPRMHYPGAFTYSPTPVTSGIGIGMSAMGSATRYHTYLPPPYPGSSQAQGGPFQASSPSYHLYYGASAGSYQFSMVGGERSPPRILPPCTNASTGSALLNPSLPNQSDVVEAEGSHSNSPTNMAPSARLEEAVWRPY
Target sequence (Q13951 whole entry, looked up): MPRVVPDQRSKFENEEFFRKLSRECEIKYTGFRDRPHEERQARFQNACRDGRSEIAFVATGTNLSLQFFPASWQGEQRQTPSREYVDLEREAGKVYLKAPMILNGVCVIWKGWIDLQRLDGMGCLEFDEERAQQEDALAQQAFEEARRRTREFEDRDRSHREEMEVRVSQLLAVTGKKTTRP
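AlphaScreen proximity signal reports loss of binding between His-tagged CBF-beta and biotin-labelled RUNX1, each at 30 nM. Proteins are pre-associated for 20 minutes, compounds added for 15 minutes, then beads for 90 minutes, all at ambient temperature.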
NPSR antag: neuropeptide S receptor (human) antagonism, cAMP; Potency, µM (titrated, usually from 38.3 µM), for the others: at the top dose activity change, negative = inhibition, actives largely listed as inhibitors; 220,000 tested, 1% active; CHO-NPSR cells, cAMP TR-FRET, antagonist mode; Q6W5P4; note: potency is the fitted concentration of half-maximal effect; % is set by controls: 0 for no effect and ±100 for the full control effect; nearly all actives have a fitted effect of over 50% in size; many of its hits are not listed in these tables
Target sequence (Q6W5P4 whole entry, looked up): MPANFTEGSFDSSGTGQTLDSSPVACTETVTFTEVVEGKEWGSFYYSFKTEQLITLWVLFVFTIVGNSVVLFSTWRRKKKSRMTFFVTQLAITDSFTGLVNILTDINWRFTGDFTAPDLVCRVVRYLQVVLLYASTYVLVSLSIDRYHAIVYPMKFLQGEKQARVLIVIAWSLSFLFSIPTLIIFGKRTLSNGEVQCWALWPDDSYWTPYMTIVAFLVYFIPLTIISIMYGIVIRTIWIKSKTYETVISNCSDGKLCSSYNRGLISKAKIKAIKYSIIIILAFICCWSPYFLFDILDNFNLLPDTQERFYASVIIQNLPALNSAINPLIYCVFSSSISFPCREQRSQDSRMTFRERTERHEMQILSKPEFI
Epigenetic derep: epigenetic control regulation, reporter derepression | murine LDR cells, GFP reporter derepression, 30 h | Potency, µM (top dose mostly 53.9 µM), for the others: at the top dose GFP activation, usual class: activators | 280,000 tested, 0.2% active; note: potency is the fitted concentration of half-maximal effect; % of control where 0% means no effect; nearly all actives have a fitted effect of over 60% in size
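GFP-positive cell count by laser-scanning cytometry (objects 20–120 um) after 30 h, 37 C compound exposure of murine LDR cells; reporter is CMV-GFP integrated at a silenced locus, inducible by HDAC or DNMT inhibitors.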
LMNA splice mod: modulators of lamin A splicing | Potency, µM (series often up to 46.1 µM), for the others: top-dose ratio change, negative = inhibition, most hits filed as inhibitors | HeLa LMNA splicing GFP/RFP minigene ratio, 48 h | AID 1487 | 200,000 tested, 0.01% active; active = well fitted inhibition curve with a large enough effect in the signal ratio, with a control signal flat, not every such curve was filed as active; inconclusive = small, poorly fitted or top-dose-only effect, or effect the other way, or a change in a side signal; the % refers to the signal ratio; note: potency is the fitted concentration of half-maximal effect; % is set by controls: 0 for no effect and ±100 for the full control effect
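S3 HeLa cells stably expressing lamin A-EGFP splicing minigene plus DsRed2, 600 cells/well, 48 h compound exposure at 37C. Laser-scanning cytometry; analysed as GFP (500-530 nm)/RFP (575-640 nm) total intensity ratio; 0.5% DMSO vehicle.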
Active calls of the source: *; ? = inconclusive; nt = not tested or not shown; [ ] = another dose, or the depositor's remark. Unless noted, calls come from the whole dose curve; as a rule, active = well fitted curve in the direction sought with a large enough effect; inconclusive = small, poorly fitted or top-dose-only effect, or another doubt; inactive = no such curve, though single readings can be large; an effect the other way counts as inactive or inconclusive. Some of the compounds tested (hit frequency here may not be typical).

SMILES | HttQ103 aggreg | Luc counter | IMPase Li cell | CBFb-RUNX1 inh | NPSR antag | Epigenetic derep | LMNA splice mod
Cc1ccc(C(C(=O)NCc2ccco2)N(Cc2ccco2)C(=O)CNC(=O)c2ccco2)cc1 (configuration not stated) | ? | nt | nt | -20% | -30%[46.1 µM] | 7.6% | 1%
Cc1cccc(-n2cc(CN(C)Cc3nccn3C)c(-c3cccc(F)c3)n2)c1 | 5%[9.22 µM] | 1% | 11% | -8% | ? | 0.0% | 6%[46 µM]
CC1C=CCC2C(=O)N(c3ccc(OC(=O)c4cccs4)cc3)C(=O)C12 (configuration not stated) | 15% | -2% | 8% | 8% | -2% | -0.4% | -12%[46 µM]
CC(C)c1cc(C(=O)NC2CCCCC2)no1 | -21% | -2% | 0% | 5% | -10%[46.1 µM] | -2.0% | -10%
Cc1c(/C=C2\SC(=O)N(CC(=O)Nc3ccc4c(c3)OCO4)C2=O)c2ccccc2n1C | 14% | -3% | 5%[38.3 µM] | 1% | -10%[46.1 µM] | 3.8% | -1%
O=C(OCCN1C(=O)c2cccc3c(N4CCOCC4)ccc(c23)C1=O)c1ccccc1Cl | -23% | -1% | 10% | ? | -48% | ? | ?
COc1ccccc1NC(=S)N(CCCN(C)C)Cc1cc2cc3c(cc2[nH]c1=O)OCO3 | -29%[9.22 µM] | 0% | 1% | 5% | -9% | 5.1% | -10%[46 µM]
NC(=O)c1ccccc1NS(=O)(=O)c1cccs1 | -5% | 3% | 0%[38.3 µM] | 4% | -7%[46.1 µM] | 0.0% | -13%
Nc1ccc(-c2nc3c(Cl)cc(N)cc3[nH]2)cc1 | 25% | -16% | 9%[38.3 µM] | -15% | ? | 1.0% | ?
CC(=O)c1ccc(-c2c(C)cc3oc(=O)cc(-c4ccccc4)c3c2C)cc1 | nt | 0%[39.9 µM] | 20% | 10%[89.1 µM] | nt | -0.9% | nt
CC1(C)C(CC2OCC(CN3CCCCC3)O2)[C@H]2CC[C@@H]1C2 (some centres not stated) | -18%[9.22 µM] | nt | nt | 3% | -10% | -1.0% | nt
CCOc1ccc(C(=O)N/N=C/c2ccc(SC)cc2)cc1 | -1% | 1% | -3% | 4% | 1% | 0.0% | 8%
CCN(CC)C(=O)CS(=O)(=O)CC(=O)Nc1cc(OCCOC)c(Cl)cc1Cl | 1%[9.22 µM] | nt | 2% | 2% | 18% | -0.2% | nt
CC(C)OC(=O)CC1C(=O)NCCN1C(=S)NC(=O)c1ccccc1Cl (configuration not stated) | -6%[9.22 µM] | -1% | 2% | 6% | -2% | 1.1% | -3%[46 µM]
CCN1CCN(Cc2cc(=O)oc3ccc(C)cc23)CC1 | -2%[9.22 µM] | nt | nt | 2% | -10% | -1.0% | nt
CCc1noc(C)c1C(=O)Nc1ncc(C)s1 | 2% | -6% | 16%[38.3 µM] | 8% | -4%[46.1 µM] | 0.0% | -1%
Clc1ccccc1-c1nnc2sc(-c3ccc(Br)o3)nn12 | -4% | -3% | -1%[38.3 µM] | -2% | ? | -1.9% | ?
NC(=O)C(=O)NN=C1C2CC3CC(C2)CC1C3 | -5% | 6% | 3% | 5% | 4% | -0.2% | -12%[46 µM]
COc1ccc(Nc2nc(C)cc(C)c2C#N)cc1OC | -8% | 14% | -1%[38.3 µM] | 5% | -12%[46.1 µM] | 0.7% | -1%
COc1ccc(C)cc1N(C(=O)c1ccccc1F)c1nc2ccccc2s1 | 11% | 0% | 1% | 2% | -28% | -1.9% | ?
O=C(CN1CCC(NC(=O)c2cccc(F)c2)CC1)NCc1ccccc1F | 29% | nt | nt | 4% | -9%[46.1 µM] | -2.1% | 4%
CCCCCCOC(=O)c1ccc(OC(=O)c2cccnc2)cc1 | -22% | -4% | 6%[38.3 µM] | 1% | -14%[46.1 µM] | 0.1% | -2%
COc1cccc(-n2nnc3c(=O)n(CC(=O)N4CCCc5ccccc54)cnc32)c1 | 28% | 3% | 24%[38.3 µM] | 2% | -22%[46.1 µM] | 0.0% | 8%
Cc1ccc(SCCC(=O)Nc2cccc(N(C)S(C)(=O)=O)c2)cc1 | 16%[9.22 µM] | 9% | 33%[activator][38.3 µM] | 5% | -20%[46.1 µM] | 1.8% | ?
O=C(CSc1nnc(Cn2c(=O)sc3ccccc32)n1CCc1ccccc1)N1CCCC1 | -16% | 1% | 1% | -3% | -5%[46.1 µM] | -1.0% | -8%
Clc1cccc(COn2c(-c3ccc(Cl)cc3Cl)nc3ncccc32)c1 | -12% | -2% | 30%[38.3 µM] | -4% | ? | 0.4% | ?
O=C(COC(=O)Cc1ccc(Cl)cc1Cl)NCCC1=CCCCC1 | 21% | -1% | -4% | 20% | 4% | 1.0% | -2%
CCN(CCNC(=O)Nc1ccc(Cl)cc1)c1ccccc1 | ? | 2% | 32%[activator][38.3 µM] | -9% | -17%[46.1 µM] | -3.0% | 3%
O=C(COC(=O)c1ccc(NS(=O)(=O)c2cccs2)cc1)Nc1nc2c(F)c(F)c(F)cc2s1 | -3% | 2% | 2% | 8% | -14% | 0.2% | ?
O=C(O/N=C\c1ccc(N2CCOCC2)c([N+](=O)[O-])c1)c1ccc(F)cc1 | 5% | -1% | 3%[38.3 µM] | -23% | -17%[46.1 µM] | 2.3% | 2%
O=C(Cc1ccc([N+](=O)[O-])cc1)c1c(O)cc(O)cc1O | -3%[9.22 µM] | nt | nt | -6% | -59% | 0.0% | nt
Cc1ccccc1-n1c(SCC(=O)N(C)C2CCS(=O)(=O)C2)nnc1-c1ccncc1 (configuration not stated) | 10% | 4% | 3% | 9% | 6% | 0.0% | -12%[46 µM]
O=c1[nH]c(C2CCCCC2)nc2ccccc12 | -7% | 2% | -5% | 8% | 11% | -3.2% | 3%
Cc1cc(NCCCn2ccnc2)n2nc(-c3ccc(Cl)cc3)cc2n1 | 4%[9.22 µM] | -2% | 11% | 1% | -44% | -4.8% | nt
CCOc1ccccc1NC(=O)CSc1nnc(-c2ccco2)o1 | 7% | 2% | -6%[38.3 µM] | -4% | 12%[46.1 µM] | 0.0% | -2%
CC(C)(C)NC(=O)/C(=C/c1ccccc1F)NC(=O)c1ccc([N+](=O)[O-])cc1 | nt | -2% | 3% | 0% | -6% | 1.0% | 6%[46 µM]
COc1ccccc1CN1CN(S(=O)(=O)c2ccccc2)c2nc3ccccc3nc21 | 11%[9.22 µM] | nt | nt | 1% | -31% | -1.0% | nt
CC(=O)/C=C(\C)N=Nc1c(O)[nH]c2ccccc12 | 1%[9.22 µM] | nt | nt | -8% | 32% | 0.1% | nt
Cn1c(=O)c2c(nc(SCCOc3ccc4ccc(=O)oc4c3)n2C)n(C)c1=O | -12% | -2% | 8%[38.3 µM] | 12% | -12%[46.1 µM] | 3.8% | -9%
COc1ccc(/C=N/NC(=O)c2cc(Br)ccc2O)cc1Cn1cc(Cl)cn1 | ? | 0% | 7% | -4% | -11% | 0.0% | ?
CC1CN(c2nc3ccccc3nc2C(C#N)C(=O)OC2CCCCC2)CC(C)O1 (configuration not stated) | -10% | 0% | ? | 19% | 5%[46.1 µM] | ? | 18%
O=c1c2ccccc2nc2n1C(CBr)CS2 (configuration not stated) | 4% | 1% | -5% | 11% | 8% | -1.2% | -26%[46 µM]
CNC(=S)N(Cc1cccs1)Cc1cc2ccc(OC)cc2[nH]c1=O | 5% | 0% | 8% | 0% | 2% | -0.9% | ?
Cc1nn(C)c(C)c1NC(=O)CCCSc1nc(-c2ccco2)cc(C(F)(F)F)n1 | -25% | -2% | 5% | 11% | 9%[46.1 µM] | 4.7% | ?
NCCCCCc1nnc(SC/C=C/c2ccccc2)o1 | -3% | -2% | 23%[38.3 µM] | 0% | -9%[46.1 µM] | 0.0% | 17%
CCOC(=O)C1(Cc2cccc(OC)c2)CCN(Cc2cc(OC)ccc2OC)CC1 | -28% | 1% | 12% | 7% | -2% | 2.0% | nt
Cc1ccccc1C(=O)Nc1ccc(N2CCCCCC2)cc1 | -1% | -10% | 16% | ? | ? | 1.1% | 7%[46 µM]
Cc1cc(C)nc(N2CCCC(C(=O)NCc3ccccc3)C2)n1 (configuration not stated) | -10% | -4% | 3% | 12% | -4%[46.1 µM] | 3.5% | -8%

One compound at a time (already shown). Screens in order: HttQ103 aggreg, Luc counter, IMPase Li cell, CBFb-RUNX1 inh, NPSR antag, Epigenetic derep, LMNA splice mod
CC1CN(c2nc3ccccc3nc2C(C#N)C(=O)OC2CCCCC2)CC(C)O1 (configuration not stated) reads -10%, 0%, ?, 19%, 5%[46.1 µM], ?, 18%
NCCCCCc1nnc(SC/C=C/c2ccccc2)o1 reads -3%, -2%, 23%[38.3 µM], 0%, -9%[46.1 µM], 0.0%, 17%

Carrying on.
SMILES | HttQ103 aggreg | Luc counter | IMPase Li cell | CBFb-RUNX1 inh | NPSR antag | Epigenetic derep | LMNA splice mod
COc1cccc(CC(=O)Nc2nc3c(s2)C(=O)CC(C)(C)C3)c1 | -36% | 2% | ? | -5% | -35% | 4.0% | nt
C=CCc1cc(Cl)ccc1OCCOCCNCCOC | 1% | -2% | 5% | 0% | 15% | 2.3% | ?
CCN1C(=O)CSc2ccc(C(=O)NCc3ccccc3OC)cc21 | -20% | -3% | 14%[38.3 µM] | -1% | -15%[46.1 µM] | -1.5% | 6%
CC(CCn1cccn1)NC(=O)c1cc(COc2ccc(F)cc2Cl)on1 (configuration not stated) | 4% | nt | nt | 12% | 2% | -0.5% | nt
Cc1cc(C(=O)CN2C(=O)NC(c3ccccc3)(c3ccccc3)C2=O)c(C)n1Cc1ccccc1 | -12% | -3% | 1%[38.3 µM] | -13% | -15%[46.1 µM] | -1.1% | -2%
CC(=O)N/N=C/c1cc(C(C)C)cc(/C=N/NC(C)=O)c1O | 7%[9.22 µM] | -3% | -3% | 4% | -8% | 0.0% | 1%[46 µM]
CC(C)C(NC(=O)CSCc1ccc([N+](=O)[O-])cc1)C(C)C | ? | 0% | 7% | -3% | -10% | 1.0% | ?
Cc1c(C(=O)N2CCN(c3ccccc3F)CC2)sc2ncn(CC(=O)N3CCOCC3)c(=O)c12 | -17% | -3% | 8%[38.3 µM] | 7% | -5%[46.1 µM] | 0.0% | 7%
Cc1ccc2nc(C)c3c(c2c1)COC3 | 1% | 2% | -1% | -5% | 7% | -1.0% | 8%
CC(c1nnc(SCC(=O)Nc2cccnc2Cl)n1Cc1ccccc1)N(C)C (configuration not stated) | 8% | 1% | 18% | -5% | 2% | 1.2% | -5%[46 µM]
O=C(COc1ccccc1)Nc1ccc2[nH]c(=O)[nH]c2c1 | 24% | 2% | -5% | 4% | 3% | -2.5% | -6%[46 µM]

A few values from the results shown:
CCN1C(=O)CSc2ccc(C(=O)NCc3ccccc3OC)cc21 in HttQ103 aggreg has -20%
CC(CCn1cccn1)NC(=O)c1cc(COc2ccc(F)cc2Cl)on1 (configuration not stated) in HttQ103 aggreg has 4%

Source: PubChem BioAssay
